LDHA block: LDHA (human) enzyme inhibition. P00338. purified LDHA, NADH/diaphorase-resazurin fluorescence; stronger effect = lower value. activity change, % (values are at about 110 or 230 µM). 480,000 compounds, 0.15% hits. AID 1347041; in the data active = activity change below about -30%; inconclusive = mostly about -25% to -30%;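 note: plate controls were DMSO wells for no effect and wells without enzyme for full effect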
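Resorufin fluorescence (ex540/em590), read at 0 and 20 min after diaphorase/resazurin addition, reports the NADH left after a 5 min room-temperature reaction of 2 nM human LDH5 with 0.06 mM NADH and 0.2 mM pyruvate.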
POLH inh: DNA polymerase eta (human) inhibition. recombinant Pol eta, fluorescent DNA replication assay. 390,000 compounds, 1.2% hits. Q9Y253. Potency, µM (top dose mostly 114 µM), for inactives: at the top dose activity change, negative = inhibition, most hits filed as inhibitors. AID 588591; note: potency is the fitted concentration of half-maximal effect; % is set by controls: 0 for no effect and ±100 for the full control effect
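Pol eta at 10 nM preincubated with compounds 15 min at room temperature; reaction started with fluorescent substrate (50 nM final) and read kinetically at 0 and 10 min.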
ERG-DNA inh: inhibitors of human ERG Ets domain-DNA interaction. Potency, µM (top dose mostly 76.9 µM), without a hit: top-dose FP activity, negative = inhibition, most hits filed as inhibitors. AID 624246. fluorescence polarization, His-ERG Ets domain / labelled DNA. P11308. 370,000 compounds, 0.028% hits; active = well fitted inhibition curve with a large enough effect in the polarisation, with a control signal flat; inconclusive = small, poorly fitted or top-dose-only effect, or effect the other way, or a change in a side signal; inactive = no such curve, though single readings can be large or run the other way; the % refers to the polarisation;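 note: polarization taken with two DNA probes labelled with fluorescein and Texas red; potency is the fitted concentration of half-maximal effect; % of control where 0% means no effect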
Target sequence (P11308 whole entry, looked up, the tested form may be a part): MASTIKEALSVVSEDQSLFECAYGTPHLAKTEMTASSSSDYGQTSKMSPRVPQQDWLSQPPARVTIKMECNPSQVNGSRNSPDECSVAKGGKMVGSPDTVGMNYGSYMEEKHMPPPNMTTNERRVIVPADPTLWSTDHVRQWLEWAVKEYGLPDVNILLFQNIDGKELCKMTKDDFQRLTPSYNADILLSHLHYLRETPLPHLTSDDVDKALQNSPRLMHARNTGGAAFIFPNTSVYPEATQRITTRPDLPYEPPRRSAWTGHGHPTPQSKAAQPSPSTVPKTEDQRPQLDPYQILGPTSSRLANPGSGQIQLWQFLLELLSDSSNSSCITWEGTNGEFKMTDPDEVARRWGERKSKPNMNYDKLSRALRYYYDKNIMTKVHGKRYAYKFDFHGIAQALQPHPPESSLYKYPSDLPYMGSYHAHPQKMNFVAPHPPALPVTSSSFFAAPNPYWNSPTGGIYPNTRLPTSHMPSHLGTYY
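His-tagged ERG Ets domain (1 uM in the protein solution; 300mM KCl, 50mM Tris-HCl, 1mM EDTA, 1mM DTT, pH 7.5) received compound, then a probe mix of 5 nM fluorescein-DNA and 100nM Texas-615-DNA. Fluorescence polarization was read for both dyes.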
RGS4 inhibitor: blocks human RGS4-accelerated GTP hydrolysis | Potency, µM (doses to about 114 µM), for the others: top-dose activity change, negative = inhibition, actives largely listed as inhibitors | AID 504845 | 390,000 compounds, 0.039% hits | Transcreener GDP fluorescence polarization, RGS4-accelerated GTP hydrolysis | P49798; note: potency is the fitted concentration of half-maximal effect; % is set by controls: 0 for no effect and ±100 for the full control effect; nearly all actives have a fitted effect of over 75% in size; some results filed as inactive show a strong effect at the top dose
Target sequence (P49798 whole entry, looked up): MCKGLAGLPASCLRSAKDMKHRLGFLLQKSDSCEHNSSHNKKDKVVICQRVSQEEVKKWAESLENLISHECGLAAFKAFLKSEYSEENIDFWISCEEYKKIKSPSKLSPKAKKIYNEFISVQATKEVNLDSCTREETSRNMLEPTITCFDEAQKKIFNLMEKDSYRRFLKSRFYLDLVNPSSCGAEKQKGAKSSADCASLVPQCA
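MLSMR compounds (23 nl, pin-transferred) preincubated 10 min at room temperature with a 500nM (2x) first reagent, then RGS4 at 900nM (2x) plus Transcreener GDP mix added; fluorescence polarization (620/688 nm) read before and after 90 min at 30 °C.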
Apoferritin bind: candidate novel general anesthetic via apoferritin binding | P02791 | apoferritin/1-aminoanthracene competitive binding, fluorescence | 350,000 compounds, 0.074% hits | Potency, µM (highest dose often 77.5 µM), for inactives: at the top dose activity change, negative = displacement, hits mostly inhibitors; note: potency is the fitted concentration of half-maximal effect; % is set by controls: 0 for no effect and ±100 for the full control effect; nearly all actives have a fitted effect of over 20% in size
Target sequence (P02791 2-175 limits assumed): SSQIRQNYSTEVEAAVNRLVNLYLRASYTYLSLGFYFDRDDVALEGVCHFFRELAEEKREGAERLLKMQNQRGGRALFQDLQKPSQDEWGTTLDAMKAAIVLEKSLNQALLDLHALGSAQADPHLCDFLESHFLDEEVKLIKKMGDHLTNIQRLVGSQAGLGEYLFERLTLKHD
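Steps: apoferritin (10 uM) was premixed with half-saturated 1-AMA in PBS, compounds were pin-transferred, plates stood 10 min at room temperature, fluorescence was read at 380/535 nm, and curves were fitted with a Hill equation.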
APEX1 inh: inhibitors of human APE1 endonuclease. 350,000 compounds, 0.35% hits. Potency, µM (series often up to 65.8 µM), without a hit: at the top dose activity change, negative = inhibition, most hits filed as inhibitors. recombinant APE1, TAMRA/BHQ-2 abasic DNA cleavage fluorescence. P27695;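 note: potency is the fitted concentration of half-maximal effect; plate controls were vehicle for no effect and reference inhibitor for full effect; nearly all actives have a fitted effect of over 55% in size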
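Quantitative HTS: incision of a TAMRA/BHQ-2 double-stranded substrate bearing a tetrahydrofuran abasic site by 0.75 nM APE1 raises fluorescence. Substrate 50 nM final, added after 15 min compound preincubation at room temperature; progress as third-minus-first kinetic read difference.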
POLK inh: blocks human DNA polymerase kappa activity. Q9UBT6. 400,000 compounds, 0.53% hits. AID 588579. purified Pol kappa, fluorescent DNA synthesis assay, 10 min. Potency, µM (titrated, usually from 107 µM), for inactives: top-dose activity, negative = inhibition, actives largely listed as inhibitors; note: potency is the fitted concentration of half-maximal effect; % is set by controls: 0 for no effect and ±100 for the full control effect
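First, compounds were pin-transferred onto 10 nM Pol kappa. After 15 min at room temperature, substrate was added to 50 nM final. Fluorescence was then measured kinetically at 0 and 10 min.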
Pol beta inh: inhibitors of human DNA polymerase beta | AID 485314 | Potency, µM (top dose mostly 114 µM), for inactives: at the top dose activity change, negative = inhibition, actives largely listed as inhibitors | 340,000 compounds, 1.3% hits | Pol beta primer extension/strand displacement, fluorescence kinetic; note: potency is the fitted concentration of half-maximal effect; % is set by controls: 0 for no effect and ±100 for the full control effect
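Homogeneous kinetic assay of primer extension and strand displacement by 10 nM Pol beta, preincubated 15 min at room temperature with compound before 50 nM substrate (final) was added. Read at 0 and 10 min; four-parameter Hill fit.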
ALOX12 inh: blocks human arachidonate 12S-lipoxygenase; P18054; 580,000 compounds, 1.1% hits; purified 12hLO, xylenol orange hydroperoxide absorbance; Potency, µM (highest dose often 108 µM), for inactives: at the highest dose activity change, negative = inhibition, actives largely listed as inhibitors; note: potency is the fitted concentration of half-maximal effect; % is set by controls: 0 for no effect and ±100 for the full control effect
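Purified human 12hLO (150 nM final) in 25 mM Hepes, 0.01% Triton X-100, pH 7.0 was preincubated 15 min at room temperature with compound. Then 40 uM arachidonic acid was added, 30 min. Hydroperoxide was read by Fe-XO absorbance ratio 573/405 nm.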
Active calls of the source: *; i = inactive; ? = inconclusive; . = not tested or not shown; [ ] = dose if it differs, or a comment. Unless noted, calls come from the whole dose curve; as a rule, active = well fitted curve in the direction sought with a large enough effect; inconclusive = small, poorly fitted or top-dose-only effect, or another doubt; inactive = no such curve, though single readings can be large; an effect the other way counts as inactive or inconclusive. The list is partial (hit frequency here may not be typical).

SMILES | LDHA block | POLH inh | ERG-DNA inh | RGS4 inhibitor | Apoferritin bind | APEX1 inh | POLK inh | Pol beta inh | ALOX12 inh
COC(=O)c1cc(NC(=O)COC(=O)CN2C(=O)C3CC=CCC3C2=O)cc(C(=O)OC)c1 (stereo not given) | -4.5 | -5.5% | 2.5% | 13.2% | . | 3.1% | -3.9% | . | -8.1%
CN=C1N(C)C[C@@H]2[C@@H]3C(=O)N(C)C(=O)[C@@H]3[C@](Cc3ccccc3)(C(=O)OC)N12 | 3.6 | -5.4% | -8.5% | -1.7% | . | 19.2% | 13.6% | . | .
Cc1ccc(NC(=O)CNc2ccccc2N2CCCC2=O)cc1S(=O)(=O)N1CCCCC1 | 1.4 | -6.3% | 12.1% | -4.4% | . | 1.1% | -7.4% | . | -15.7%
Cc1cccc(-n2ccnc2CN2CCN(C3CCCC3)C(CCO)C2)c1 (stereo not given) | -3.3 | -9.4% | -4.2% | 2.9% | -7.0% | 3.8% | -7.5% | 2.7% | 18.3%
COc1ccc(C)cc1S(=O)(=O)N1CCC(C(=O)NCCc2ccccc2)CC1 | -4.9 | -8.4% | -6.7% | 3.4% | -6.7% | -1.3% | 0.0% | 45.4% | -15.5%
Cc1ccc(C(C)C)c(OCC(=O)NNC2=CC(=O)CC(C)(C)C2)c1 | 1.0 | -15.3% | 5.8% | -30.8% | -13.9% | 3.1% | -1.7% | 0.3% | -4.1%
COc1ccc(NC(=O)CSc2nc3[nH]ncc3c(=O)[nH]2)c(OC)c1 | -1.0 | -5.5% | 9.4% | -5.8% | . | 0.8% | -2.2% | . | -18.8%
COC(=O)C1=C(C)Nc2nnnn2C1c1cccs1 (stereo not given) | -0.5 | -14.9% | 9.1% | -7.1% | -1.5% | 0.4% | -9.5% | -2.4% | -7.5%
CC(=O)c1ccc(NC(=O)Nc2sc3nc4n(c(=O)c3c2C)CCC(C)CC4)cc1 (stereo not given) | -6.8 | -28.7% | 0.6% | -4.0% | -2.5% | . | -1.6% | 23.7% | -46.0%
Cc1ccc(C(=O)Nc2ccc3c(c2)OCCO3)cc1S(=O)(=O)N1CCOCC1 | -3.3 | 7.1% | 11.7% | -0.9% | . | -16.2% | -18.1% | . | -7.9%
COC(=O)CSc1nnc(CNC(=O)c2ccc(S(=O)(=O)N3CCOCC3)cc2)n1C | -4.3 | 2.3% | ? | 12.1% | -3.3% | 3.3% | -2.2% | 1.6% | 1.4%
CSc1cccc(NC(=S)NC(=O)c2cccnc2)c1 | -1.3 | -8.4% | 2.4% | -33.5% | -18.6% | 10.9% | -0.9% | 13.2% | 5.8%
COc1ccccc1Nc1nnc(SCC(=O)N2CCCC2)s1 | -4.0 | -20.4% | 1.7% | 11.9% | -12.0% | -1.8% | -16.0% | 0.2% | 4.4%
COC(=O)c1[nH]c2cc(C)ccc2c1NC(=O)CN1CCCc2ccccc21 | 14.2 | -15.5% | -7.5% | -30.3% | -23.3% | -5.5% | -3.8% | 0.8% | -15.3%
CCOC(=O)C1(C(=O)OCC)NC(=O)CC1C(C)C (stereo not given) | -3.0 | -25.6% | 8.4% | -2.6% | . | . | -16.4% | . | -0.7%
COCCCNC(=O)c1cnn(-c2ccc(F)cc2F)c1C1CCNCC1 | 1.3 | -15.8% | 0.7% | -13.8% | -4.3% | . | 2.4% | 22.5% | -10.7%
C[N+]1(Cc2ccccc2)CCC(C(=O)OCC2CCCC2)CC1 (stereo not given) | . | . | . | i | -3.8% | -1.6% | 7.1%[19.4 µM] | . | -2.8%
COc1ccc(OC)c(CNC(=O)CN2CC(C)Sc3ccccc32)c1 (stereo not given) | 1.1 | -22.9% | 7.0% | -3.8% | -3.9% | . | 5.1%[60.1 µM] | ? | 0.0%
COc1cc2c(cc1OC)CC(C(=O)NCc1ccccc1)NC2 (stereo not given) | -2.2 | -15.7% | -3.0% | -17.2% | 10.0% | 44.0%[activator] | 4.9% | -5.7% | -1.1%
CC(=O)N/N=C/c1cc(C(C)(C)C)cc(/C=N/NC(C)=O)c1O | 5.2 | -8.1% | -3.1% | 5.9% | 66.9%[activator] | 12.6% | -18.2% | 24.1% | -13.0%
CCc1cc2cc(C)ccc2nc1SCC(=O)NNC(=O)c1ccco1 | -4.3 | -18.5% | 8.8% | -23.4% | -15.3% | 68.9%[activator] | -3.6% | 11.9% | -8.2%
CC(OC(=O)CCCN=C1NS(=O)(=O)c2ccccc21)C(=O)Nc1ccccc1[N+](=O)[O-] (stereo not given) | -11.0 | -0.9% | 12.1% | -8.2% | . | 10.1% | -0.7% | . | 0.4%
COc1ccc(C(=O)Nc2cccc3c2CCCC3)cc1OC | -1.0 | -14.1% | 12.2% | 6.1% | 4.1% | 5.4% | 9.9% | 52.4% | 8.4%
Cc1noc(C)c1COc1ccccc1C(=O)N1CCN(S(=O)(=O)c2ccc(F)c(F)c2)CC1 | -6.7 | 4.7% | -1.2% | 2.8% | . | . | -10.2% | . | 4.4%
O=C(/C=C/c1cccc([N+](=O)[O-])c1)NCc1ccco1 | -2.5 | -14.1% | -10.7% | 4.9% | 8.0% | -0.5% | 5.5% | -2.3% | -11.1%

Next section.
SMILES | LDHA block | POLH inh | ERG-DNA inh | RGS4 inhibitor | Apoferritin bind | APEX1 inh | POLK inh | Pol beta inh | ALOX12 inh
Cc1ccc(NCC(=O)N/N=C/c2cc3ccccc3nc2Cl)cc1 | 0.7 | -14.3% | -10.5% | -10.0% | ? | -5.5% | -8.8% | -6.1% | -3.5%
CN(C)CCNc1ccc(CO)c2oc3ccc(O)cc3c(=O)c12 | -6.7 | -6.7% | 0.7% | -2.4% | . | . | -21.4% | . | ?
CN(C(=O)c1ccco1)c1nnc(C23CC4CC(CC(C4)C2)C3)s1 | -1.0 | -7.6% | 3.4% | -5.3% | ? | -4.3% | 2.8% | 2.8% | 16.2%[57.4 µM]
CCN1C(=O)[C@H]2[C@@H](c3ccccc3)N3C(=O)N(c4cccc(F)c4)C(=O)[C@@]3(CC(C)C)[C@H]2C1=O | -4.2 | -6.2% | -9.7% | 9.4% | -10.4% | 34.3% | 0.3% | 19.2% | .
N#Cc1ccsc1NC(=O)C1CCN(C(=O)c2ccc(Cl)cc2)CC1 | -2.4 | -5.3% | 2.8% | -29.9% | . | 10.3% | -8.0% | . | ?
Cc1ccc(NC(=O)COC(=O)CNC(=O)c2cccs2)cc1S(=O)(=O)N1CCOCC1 | -2.2 | -9.6% | -7.0% | -25.1% | . | . | 20.8% | . | 0.0%
O=C(c1c(Cl)cccc1Cl)N1CCCCCC1 | 1.6 | -17.6% | 12.2% | -9.9% | ? | -8.0% | -1.4% | 19.3% | -5.3%
CC1(C)CC(=O)C=C(NC2CCCCCC2)C1 | -2.3 | -5.9% | . | -30.8% | -9.1% | -2.4% | -7.4%[60.1 µM] | 20.4% | 8.0%
CC[n+]1ccc(/C=C/c2c[nH]c3ccccc23)cc1 | -0.1 | -20.8% | 5.4% | 2.2% | 39.7%[activator] | -15.2% | -17.6% | -13.8% | ?
CC(C(=O)Nc1ccc(C#N)cc1)N(C)CC(=O)N(C)c1c(N)n(Cc2ccccc2)c(=O)[nH]c1=O (stereo not given) | -6.7 | -4.8% | 11.8% | 5.8% | . | 38.8% | -4.0% | . | -52.9%
O=C(CSc1ncccn1)N1CCCC1 | -3.2 | -15.2% | -1.8% | -16.4% | -10.2% | 50.5%[activator] | -3.5% | 16.9% | 12.0%
COc1ccc(C2C=C(C)Nc3nc4ccccc4n32)cc1 (stereo not given) | -6.0 | -8.5% | -8.0% | 25.3% | 136.0%[activator] | 17.5% | -13.0% | 29.8% | 0.7%
COc1ccc(-c2nc(N)n(C(=O)Cc3ccccc3)n2)cc1 | -6.6 | 1.0% | -12.7% | -16.0% | -9.9% | 12.9% | -1.8% | 8.3% | 0.0%
CCOC(=O)c1c(C)[nH]c(C(=O)OCC(=O)Nc2cc(C)c(Cl)cc2OC)c1C | -8.3 | -13.2% | 6.8% | -3.5% | -9.3% | -0.8% | -1.7% | 4.8% | -21.1%
COc1cc2cc(Oc3ccc4ccc(=O)oc4c3)c(=O)oc2cc1OC(C)=O | -2.4 | ? | -0.9% | -7.5% | 2.6% | ? | -17.5% | 0.3% | 2.7%
COc1ccccc1OC(C)C(=O)Nc1ccc(S(=O)(=O)Nc2nccs2)cc1 (stereo not given) | -11.8 | -2.6% | -3.0% | 6.9% | -3.3% | 22.5% | -3.5% | 2.3% | -11.3%
CCCC(=O)NC(=S)Nc1ccc(N2CCN(C(=O)c3cccs3)CC2)cc1 | 1.3 | -17.2% | 9.4% | -7.0% | 31.3%[activator] | 9.1% | 0.6% | 5.3% | -26.3%
CCCCNC(=O)/C(C#N)=C/c1cccnc1 | -4.3 | -6.6% | -6.1% | -13.9% | -4.0% | 6.6% | -2.0% | -0.5% | -0.8%
O=C(/C=C/c1ccc(Br)cc1)NC(=S)NNC(=O)c1ccco1 | -4.1 | -5.9% | -5.9% | -47.1% | -5.8% | 22.3% | 4.1% | 6.5% | ?

Compound activity as filed in PubChem.
